High-throughput results from PubChem BioAssay.
GPR151 ag – activates the human receptor GPR151; Q8TDV0; PathHunter beta-arrestin GPR151 cells, luminescence; activation, % at 11.2 µM; hit rate 1% among 650,000; AID 1508602; in the data active = activation above about 4.9%;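 note: 0% = median of compound wells and 100% = cells with positive control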
Target sequence (Q8TDV0 whole entry, looked up): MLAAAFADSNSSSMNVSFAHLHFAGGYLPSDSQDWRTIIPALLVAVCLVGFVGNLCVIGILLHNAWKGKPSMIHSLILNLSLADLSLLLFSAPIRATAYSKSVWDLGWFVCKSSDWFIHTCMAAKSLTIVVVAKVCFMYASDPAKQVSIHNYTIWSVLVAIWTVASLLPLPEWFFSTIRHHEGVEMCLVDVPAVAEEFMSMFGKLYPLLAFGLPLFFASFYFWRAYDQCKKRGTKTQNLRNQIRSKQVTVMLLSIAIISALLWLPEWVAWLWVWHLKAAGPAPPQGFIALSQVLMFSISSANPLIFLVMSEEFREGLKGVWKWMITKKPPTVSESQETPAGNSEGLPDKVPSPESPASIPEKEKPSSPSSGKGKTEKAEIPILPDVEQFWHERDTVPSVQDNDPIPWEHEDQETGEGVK
TEAD-YAP block – TEAD-YAP interaction inhibition. HEK-TIYL cells, TEAD-Gal4/YAP UAS-luciferase luminescence. inhibition, % at 9.12 µM. hit rate 1.4% among 640,000; in the data active = inhibition above about 32%;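 note: 0% = median of test compound wells and 100% = reference inhibitor wells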
MITF inh – human MITF inhibition, primary screen; O75030; AlphaScreen MITF homodimerization, bead proximity signal; inhibition, % at 2.6 µM; hit rate 0.91% among 650,000; AID 1259374; in the data active = inhibition above about 50%;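 note: 0% = vehicle wells with protein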
Target sequence (O75030 whole entry, looked up): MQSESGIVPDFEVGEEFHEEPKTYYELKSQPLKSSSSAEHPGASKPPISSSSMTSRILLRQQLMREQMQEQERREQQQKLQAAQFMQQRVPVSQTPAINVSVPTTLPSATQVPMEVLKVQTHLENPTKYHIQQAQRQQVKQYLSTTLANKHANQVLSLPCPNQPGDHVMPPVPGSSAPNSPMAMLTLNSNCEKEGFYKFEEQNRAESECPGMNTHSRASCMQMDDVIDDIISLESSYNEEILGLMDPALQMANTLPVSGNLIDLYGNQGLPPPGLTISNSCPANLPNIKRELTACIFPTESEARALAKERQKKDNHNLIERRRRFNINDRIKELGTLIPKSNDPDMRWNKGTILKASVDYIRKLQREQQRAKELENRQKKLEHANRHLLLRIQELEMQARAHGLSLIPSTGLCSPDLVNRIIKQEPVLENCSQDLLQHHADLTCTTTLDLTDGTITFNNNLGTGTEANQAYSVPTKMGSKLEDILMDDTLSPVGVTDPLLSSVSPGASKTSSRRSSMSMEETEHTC
FBW7 act – human FBW7 E3 ligase activation, primary screen | Q969H0 | AlphaScreen FBW7–phospho-cyclin E peptide binding, activator screen | normalized activity (activation), % at 26.1 µM | hit rate 0.13% among 650,000; in the data active = normalized activity above about 1.9%;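 note: purified mutant Fbw7 with reduced substrate affinity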
An asterisk follows results filed as active.

mol	GPR151 ag	TEAD-YAP block	MITF inh	FBW7 act
Cc1ccc2nc(C3CCN(CC(=O)Nc4ccc5c(c4)OCCO5)CC3)[nH]c2c1	0.2	2	-2	-0.1
COc1ccc(CNc2nc(SCc3ccc(F)cc3)nc3ccccc23)cc1	-0.8	-4	-7	0.2
COC(=O)c1cc(NC(=O)C(C)N(c2ccc(C)cc2)S(C)(=O)=O)ccc1Cl (configuration not stated)	0.4	-1	0	0.2
COc1ccc(-c2nc(C)c(C(C)=O)n2O)cc1[N+](=O)[O-]	-0.8	-2	2	-0.1
C=CCSc1nnc2c(n1)OC(C)Nc1ccccc1-2 (configuration not stated)	0.8	-21	-1	0.0
O=C(O)CSc1nc2ccsc2c(=O)n1-c1ccc(Br)cc1	1.0	3	12	0.0
COc1ccc(C2SCC(=O)N2c2ccc(Cl)cc2)cc1 (configuration not stated)	0.4	6	6	-0.1
COc1ccc(OC)c(C2CC(c3cccnc3)Nc3nnnn32)c1 (configuration not stated)	-1.3	2	2	0.0
CC(=O)Cn1c(=O)c2c(nc3n2CC(C)CN3c2cccc(C)c2)n(C)c1=O (configuration not stated)	-1.6	0	-5	0.1
O=C(Cc1ccccc1Cl)N1CCOCC1	0.3	12	-14	0.0
CC1CCCC(C)N1C(=O)Cn1ncc2cccn2c1=O (configuration not stated)	-1.3	2	19	0.6
Cc1ccccc1NCC(=O)N/N=C\c1cccc([N+](=O)[O-])c1O	0.6	6	22	-0.2
CCN(CC)CCCNC(=O)CNC(=O)Cn1cnc2sc(C)c(C)c2c1=O	-0.8	2	8	0.0
Cn1nc(C(C)(C)C)cc1C(=O)N[C@H]1C[C@H]2C(=O)N[C@@H](CO)C(=O)N2C1	-0.9	10	5	0.3
CC(c1ccccc1)N1C(=O)c2ccc(C(=O)Nc3cccnc3)cc2C1=O (configuration not stated)	3.7	-13	-19	0.1

Random excerpt: 7 compounds from above, in no set order.
mol	GPR151 ag	TEAD-YAP block	MITF inh	FBW7 act
COc1ccc(-c2nc(C)c(C(C)=O)n2O)cc1[N+](=O)[O-]	-0.8	-2	2	-0.1
COc1ccc(OC)c(C2CC(c3cccnc3)Nc3nnnn32)c1 (configuration not stated)	-1.3	2	2	0.0
O=C(O)CSc1nc2ccsc2c(=O)n1-c1ccc(Br)cc1	1.0	3	12	0.0
CC(c1ccccc1)N1C(=O)c2ccc(C(=O)Nc3cccnc3)cc2C1=O (configuration not stated)	3.7	-13	-19	0.1
COc1ccc(CNc2nc(SCc3ccc(F)cc3)nc3ccccc23)cc1	-0.8	-4	-7	0.2
COC(=O)c1cc(NC(=O)C(C)N(c2ccc(C)cc2)S(C)(=O)=O)ccc1Cl (configuration not stated)	0.4	-1	0	0.2
Cc1ccccc1NCC(=O)N/N=C\c1cccc([N+](=O)[O-])c1O	0.6	6	22	-0.2

The results go on.
mol	GPR151 ag	TEAD-YAP block	MITF inh	FBW7 act
Cc1ccc2c(c1)/C(=c1/sc3n(c1=O)CN(c1ccc(F)cc1)CN=3)C(=O)N2C	-0.9	-11	22	0.4
CCCCC(O)(CCCC)C(=O)NN(c1ccccc1)S(=O)(=O)c1cccs1	-0.9	-2	19	0.1
Cn1c(CSc2ncccn2)nnc1SCC(=O)N1CCc2ccccc21	-1.1	-1	9	-0.1
Cc1cc2c(=O)n(CC(=O)NCC(=O)Nc3ccccc3F)cnc2s1	1.8	7	-6	0.0
COc1ccccc1C(=O)N1CCN=C1c1ccccc1	-0.3	-16	-8	0.1
Cn1cc(-c2conc2-c2ccnc(Nc3ccc(N4CCOCC4)cc3)c2)cn1	2.4	-4	11	-0.4
CC(CC(=O)O)CC(=O)Nc1cc([N+](=O)[O-])ccc1O (configuration not stated)	3.2	3	11	0.6
COc1cc(C(=O)N2CCN(Cc3ccc4c(c3)OCO4)CC2)cc(OC)c1OC	-0.7	0	42	-0.2
COc1ccc(C2C(C(=O)NCCc3ccc(OC)c(OC)c3)c3ccccc3C(=O)N2c2ccc(OC)cc2)cc1 (configuration not stated)	-0.5	4	14	0.1
CCOC(=O)C1=C(c2ccccc2)N(C)C(=O)NC1c1ccc(O)c(OC)c1 (configuration not stated)	1.5	-7	-8	0.7
O=C(c1ccc(F)cc1)N1CCN(CC2CC3C=CC2C3)CC1 (configuration not stated)	-0.8	2	1	-0.2
COc1ccc(C(=O)N2CCN(Cc3ccc(C)cc3)CC2)cc1	-1.4	8	49	0.9
C=CCn1c(SCC(=O)Nc2ccccc2)nc2sc3c(c2c1=O)CCCC3	1.8	-5	-5	-0.1
NC(=O)c1ccc(-c2nc(Nc3ccc(Oc4ccccc4)cc3)c3ncn(C4CCCCC4)c3n2)cc1	-1.1	-11	0	0.0
Cc1ccc2nc(C3CCN(C(=O)N4CCCCC4)CC3)[nH]c2c1	-0.2	5	2	-0.1
O=C(Nc1c2c(nn1-c1cccc(Cl)c1)CS(=O)(=O)C2)c1cc2ccccc2oc1=O	0.5	4	14	-0.1
CCCOc1ccc(/C(O)=C2/C(=O)C(=O)N(CCN(CC)CC)C2c2ccc(C(C)C)cc2)cc1C (configuration not stated)	-0.2	-8	5	-0.5
CC(C)(C)C1CCc2c(sc(NC(=O)CCC(=O)O)c2C(=O)Nc2ccccc2C(F)(F)F)C1 (configuration not stated)	0.1	5	14	0.2
CC1=C(C#N)C(c2ccc(F)cc2)C2=C(CC(C)(C)CC2=O)N1 (configuration not stated)	-1.5	6	5	0.0
Cc1cc(C(=O)COC(=O)CCC(=O)c2ccc(F)cc2)c(C)n1Cc1ccco1	0.7	-11	-3	0.0
Cc1cc(C)n(C(=O)c2ccc(Cl)c(S(=O)(=O)N3CCCCCC3)c2)n1	-1.1	-2	16	0.0
O=C(NCc1ccc(Cl)cc1)c1c(O)c2ccccc2[nH]c1=O	-0.5	-5	-7	-0.1
O=C(CSc1nnnn1-c1ccc(C(=O)O)cc1)NC12CC3CC(CC(C3)C1)C2	-1.7	-4	19	1.0
CCOc1ccccc1/C=C1/N=C(c2cc([N+](=O)[O-])ccc2OC)OC1=O	-1.2	2	-12	0.0
O=C(COC1C(C2COC3(CCCCC3)O2)OC2OC3(CCCCC3)OC21)NNC(=O)c1cccc(F)c1 (configuration not stated)	-1.5	16	13	0.4
Cc1cccc(NC(=O)C2C3C=CC4(O3)C2C(=O)N(C(C)c2ccccc2)C4C(=O)NC2CCCC(C)C2C)c1 (configuration not stated)	1.7	-11	-15	-0.1
CCCCc1[nH]nc2c1C(c1cc(Br)cs1)C(C#N)=C(N)O2 (configuration not stated)	-0.7	14	-6	0.0
O=C(Cc1ccc(F)c(F)c1)Nc1cnc2cnc(-c3ccc4[nH]ccc4c3)cn12	2.9	4	0	-0.1
Cn1nnc(NC(=O)c2ccc(Cl)c(Cl)c2)n1	-0.5	-4	15	-0.1
O=C1CCC(CCNCCOc2ccccc2)N1CCc1cccs1 (configuration not stated)	0.9	-7	2	-0.1
Cc1cccc(C(=O)Oc2ccc(NC3=NS(=O)(=O)c4ccccc43)cc2CN2CCCCC2)c1	-0.9	-6	1	0.2
CCOc1cc(S(=O)(=O)NCC2CCCO2)ccc1Cl (configuration not stated)	-0.3	-3	9	0.0
CCSCCOC(=O)C1=C(C)NC2=C(C(=O)CCC2)C1c1ccc(F)c(F)c1 (configuration not stated)	-0.4	9	6	0.2
CCOc1ccc(CN2CCC3(CC2)NC(=O)c2ccccc2O3)cc1	-0.1	-3	-2	-0.1
CNc1nc2c3ccccc3n(C(C)=O)c2s1	-0.6	-4	-9	-0.1
CCc1ccc(NC(=O)c2cn(-c3ccc(C)c(C)c3)c(=O)c3ccccc23)cc1	-0.4	14	5	0.3
COc1ccccc1N1CCN(C2CCCN(Cc3cccc(O)c3)C2)CC1 (configuration not stated)	1.9	13	0	-0.1
CCOc1ccccc1NC(=O)C(CC)Sc1nc2cc3c(cc2c(=O)n1Cc1ccc2c(c1)OCO2)OCO3 (configuration not stated)	0.7	0	-14	-0.1
CCOC(=O)C1(NC(=S)N2CCOCC2)Sc2cc(C)ccc2NC1=O (configuration not stated)	0.9	52*	-2	-0.1
O=C(/C=C/c1ccc(F)cc1)NNC(=O)c1nn(Cc2ccccc2)c(=O)c2ccccc12	-0.8	6	9	0.1
COC(=O)C1=C(O)/C(=C/c2ccc(N(C)C)cc2)SC1=Nc1ccccc1	-1.3	8	9	0.0
CN(CCCN1C(=O)C2C(C(=O)Nc3cc(Cl)cc(Cl)c3)C3C=CC2(O3)C1C(=O)NC1CCCCC1)Cc1ccccc1 (configuration not stated)	-1.1	-2	6	0.1
Cc1c(Cl)c(C(F)(F)F)nn1CC(=O)Nc1cc(C(F)(F)F)ccc1Cl	-1.0	8	0	0.1
Cc1ccccc1N(C)S(=O)(=O)c1ccc2[nH]cc(C(=O)N3CCC(C)CC3)c(=O)c2c1	5.1*	17	10	-0.1
CCOC(=O)c1cc2sccc2n1CC(=O)C(C)(C)C	-0.1	-4	-3	0.8
COc1cccc(/C=C(\C#N)C(=O)Nc2ccc(C(F)(F)F)cc2N2CCOCC2)c1	0.2	7	17	0.4
Cc1ccc([N+](=O)[O-])cc1NC(=O)c1ccc(Cl)c(Cl)c1	1.7	17	12	0.8
FC(F)(F)c1cccc(CNc2nc(N3CCOCC3)nc3c2ncn3-c2ccsc2)c1	1.7	1	14	0.1
COc1cccc(NC(=O)CC2SC(=Nc3ccc(C(=O)O)cc3)NC2=O)c1 (configuration not stated)	-0.9	3	2	-0.1
COc1cccc(C(=O)Oc2ccc(N3C(=O)CCC3=O)c(C)c2)c1	-1.7	0	20	0.0
O=P1(NCc2ccccn2)C=C(c2ccccc2)SC(c2ccccc2)=C1	-0.4	7	8	-0.9
Cc1cccc(NC(=O)CCCOc2ccc(Cl)cc2C)n1	2.2	-2	-6	0.2
[O-][n+]1onc2c(-c3ccc(Cl)cc3)nnc(-c3ccc(Cl)cc3)c21	-1.3	-2	2	-0.1
CN1C(=O)N(C)C(NC(=O)NC(C)(C)CO)C1NC(=O)NC(C)(C)CO (configuration not stated)	-1.0	0	-1	-0.2
C=CCn1c(=O)c2c(nc3n(C4CCCCC4)c(C)c(C)n23)n(C)c1=O	-0.2	5	10	0.0
CC(C)C[C@@H]1NC(=O)[C@@H]2C[C@H](NCc3ccc(F)cc3F)CN2C1=O	-1.0	-8	-22	0.2
C=CCNc1ncnc2sc(C(=O)NCC3CC3)c(C)c12	1.5	-2	7	0.3
CC1CN(S(=O)(=O)c2ccc(C(=O)Nc3cccc(NC(=O)c4ccc(S(=O)(=O)N5CC(C)OC(C)C5)cc4)c3)cc2)CC(C)O1 (configuration not stated)	1.3	-6	-5	-0.3
CCC(CC)NC(=O)c1ccc([N+](=O)[O-])cc1	3.3	3	9	0.2
Cc1ccc(-c2nc3cc(NC(=O)c4cc(Br)ccc4Cl)ccc3o2)cc1	0.4	-18	-7	-0.6

Rewritten with each value named: 2 of the compounds above
COc1cccc(/C=C(\C#N)C(=O)Nc2ccc(C(F)(F)F)cc2N2CCOCC2)c1
  GPR151 ag: 0.2	TEAD-YAP block: 7	MITF inh: 17	FBW7 act: 0.4
Cc1ccc([N+](=O)[O-])cc1NC(=O)c1ccc(Cl)c(Cl)c1
  GPR151 ag: 1.7	TEAD-YAP block: 17	MITF inh: 12	FBW7 act: 0.8

(list continues)
mol	GPR151 ag	TEAD-YAP block	MITF inh	FBW7 act
COc1ccc(-c2c3c([nH]c(=S)c2C#N)CCCC3)cc1OC	-0.2	-2	-1	-0.1
CCC(=O)Nc1nc(-c2ccc(Cl)cc2Cl)cs1	0.4	-8	-6	-0.1
O=C(NCCc1ccc(O)cc1)C1CCN(c2ccc(NCc3cccnc3)nn2)CC1	-1.5	2	5	0.1
CCN1CCN(c2oc(-c3ccccc3F)nc2C#N)CC1	-0.7	-6	14	0.3
COCCNC(=S)N/N=C/c1sc(N2CCOCC2)nc1-c1ccccc1	-1.0	-8	-14	-0.1
Cc1cnc(-c2cccs2)nc1NCCCN1CCCC1=O	-2.1	-2	7	0.3
CC(C)n1cc(C2c3[nH]c4ccccc4c3CCN2CCCn2cccn2)cn1 (configuration not stated)	-0.8	10	13	0.3
CC(C)C1=NN2C(=N)/C(=C/c3ccc(-c4ccccc4[N+](=O)[O-])o3)C(=O)N=C2S1	0.5	0	5	-0.2
CCCCCCNC(=O)c1cnn2c(C)c(Cc3ccccc3Br)c(C)nc12	-2.3	-5	14	-0.1
Cc1cc(O)cc(O)c1/C=N/NC(=O)COc1c(C)cccc1C	0.9	19	7	-0.1
COc1ccccc1N=C(c1ccccc1)c1c(O)n(C)c(=O)n(C)c1=O	0.3	-3	21	0.3
O=C1c2cc(-c3nc(-c4ccc(Cl)cc4)[nH]c3-c3ccccc3)ccc2-c2ccc([N+](=O)[O-])cc21	0.4	6	15	0.1
CN1C(=O)C(=Cc2ccc(OCc3cccc([N+](=O)[O-])c3)cc2)C(=O)N(C)C1=S	-3.7	-31	9	-0.2
CCOC(=O)c1cc2ccc(OCc3ccccc3)cc2oc1=O	-0.7	8	13	-0.1
O=C(NNC(=O)c1ccco1)NC1CCCCC1	2.3	2	13	0.1
CC(C)CCNC(=O)C1CCN(S(=O)(=O)c2ccc(F)cc2)CC1	2.2	4	-12	0.1
O=C(NCc1ccncc1)C(=O)Nc1cccc2ccccc12	0.3	7	4	-0.1
COc1ccc(-c2nc3ncnn3cc2C)cc1F	-1.1	6	8	-0.1

Some values from above:
FBW7 act result of `O=C1c2cc(-c3nc(-c4ccc(Cl)cc4)[nH]c3-c3ccccc3)ccc2-c2ccc([N+](=O)[O-])cc21` is entered as 0.1
MITF inh result of `Cc1cc(O)cc(O)c1/C=N/NC(=O)COc1c(C)cccc1C` is entered as 7
